# Source: PubChem BioAssay (National Center for Advancing Translational Sciences (NCATS))
# ATXN2 expr inh: Primary qHTS for Inhibitors of ATXN expression; HEK-293 ATXN2-luciferase reporter, luminescence, 24 h; Potency, µM (doses to about 57 µM), without a hit: top-dose activity change, negative = inhibition, hits mostly inhibitors; 360,000 compounds, 0.72% hits; AID 1745845, 2022; further: potency means the concentration at half of the fitted maximal effect; on the % scale 0 is the no-effect control and ±100 the full control effect; nearly all actives have a fitted effect of over 55% in size
#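 qHTS (up to 57 uM final) was run with 24 h compound exposure of reporter cells at 37 °C. Each well was multiplexed: SteadyGlo luminescence measured ATXN2-luciferase expression after a fluorogenic Gly-Phe-AFC viability readout (25 uM final).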
# HepG2 viability: qHTS for Inhibitors of TGF-b: Cytotox Counterscreen; HepG2 CAGA-GFP viability, ATP luminescence, 18 h; Potency, µM (series often up to 46.1 µM), inactives show at the highest dose activity change, negative = cytotoxicity, actives largely listed as cytotoxic; 410,000 compounds, 0.76% hits; AID 588856, 2011; further: potency means the concentration at half of the fitted maximal effect; some results filed as inactive show a strong effect at the top dose
#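 HepG2 CAGA-GFP cells (1000/well, DMEM with 1% FBS) received compound, then TGF-beta at 500 pg/mL final, and were incubated 18 hours at 37 degrees C. Viability was read by CellTiter-Glo luminescence. Media-only wells were set as complete cell-killing and DMSO as no toxicity.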
# S2 tox: Viability Counterscreen for Primary qHTS for Inhibitors of ATXN expression | S2 cells (HEK-293 line with an ATXN2-luciferase reporter) viability, CellTiter-Fluor protease fluorescence, 24 h | Potency, µM (titrated, usually from 56.7 µM), hits mostly cytotoxic | 400,000 compounds, 0.49% hits | AID 651635, 2014; further: potency means the concentration at half of the fitted maximal effect; nearly all actives have a fitted effect of over 40% in size
# Nrf2 activator: qHTS of Nrf2 Activators; Potency, µM (top dose mostly 46.1 µM), for inactives: at the highest dose activation, usual class: activators; AID 624171, 2012; AREc32 ARE-luciferase reporter (MCF7-derived line), luminescence, 24 h; 410,000 compounds, 0.31% hits; further: potency means the concentration at half of the fitted maximal effect; % of control where 0% means no effect; nearly all actives have a fitted effect of over 65% in size
#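 AREc32 cells carrying an ARE-driven firefly luciferase reporter were seeded at 1000 cells/well in OPTI-MEM with 5% FBS, then exposed to compound for 24 hr at 37 deg C. Luminescence was read with Steady-Glo after 30 min at RT.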
# IL1B secr inh: qHTS for Inhibitors of Inflammasome Signaling: IL-1-beta AlphaLISA Primary Screen. THP-1 LPS/ATP IL-1B secretion, AlphaLISA, 16 h; stronger effect = lower value. activity change, % at 57.5 µM. 360,000 compounds, 4.7% hits; in the data active means activity change below about -50%; inconclusive means mostly about -30% to -49%; further: on the % scale 0 is the no-effect control and ±100 the full control effect
#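 THP-1 cells pretreated 1 hr with compounds (up to 57.5 uM final), then stimulated with LPS (250 ng/mL final) plus ATP (1.25 mM final); secreted IL-1B measured by AlphaLISA after 16 hr, decreased signal indicating inhibition.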
# Nrf2 inh: Nrf2 qHTS screen for inhibitors | A549 ARE-Fluc reporter, luciferase luminescence, 18-24 h | 360,000 compounds, 2.1% hits | Potency, µM (top dose mostly 46 µM), for the others: at the highest dose activity change, negative = inhibition, actives largely listed as inhibitors; further: potency means the concentration at half of the fitted maximal effect; on the % scale 0 is the no-effect control and ±100 the full control effect; nearly all actives have a fitted effect of over 60% in size
#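 Two sequential reads on A549 ARE_Fluc cells exposed to compound for 18-24 h: a CellTiter-Fluor fluorescence read for viability, then a luciferase luminescence read for Nrf2/ARE activity.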
# A549 tox: Nrf2 qHTS screen for inhibitors: counterscreen for cytotoxicity. A549 ARE-Fluc cells, CellTiter-Fluor viability, 18-24 h. Potency, µM (doses to about 46 µM), for the others: top-dose activity change, negative = cytotoxicity, actives largely listed as inhibitors. 390,000 compounds, 0.16% hits. AID 504648, 2011; further: potency means the concentration at half of the fitted maximal effect; on the % scale 0 is the no-effect control and ±100 the full control effect
#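 A549 ARE-Fluc cells in 5% FBS OPTI-MEM, 5000 cells/well, rested 2 h then exposed to compounds in concentration-response for 18-24 h at 37 °C. Viability by CellTiter-Fluor fluorescence (Ex 405/Em 525) after 30 min; luciferase luminescence (BugLite, 15 min, RT) read afterwards.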
# MCF10A rerep: A quantitative high throughput screen for small molecules that induce DNA re-replication in MCF 10a normal breast cells; MCF 10A DNA re-replication, Hoechst nuclear intensity, 48 h; Potency, µM (top dose mostly 46.1 µM), for the others: at the highest dose activity, positive = re-replication, actives largely listed as activators; 350,000 compounds, 2.9% hits; further: potency means the concentration at half of the fitted maximal effect; % of control where 0% means no effect; nearly all actives have a fitted effect of over 50% in size
# TGFb inhibitor: qHTS for Inhibitors of TGF-b | 410,000 compounds, 1.2% hits | Potency, µM (top dose mostly 46.1 µM), without a hit: top-dose activity, negative = inhibition, usual class: inhibitors | HepG2 CAGA-GFP TGF-b/SMAD3 reporter, GFP fluorescence, 18 h; TGF-beta stimulated, 500 pg/mL final | AID 588855, 2011; further: potency means the concentration at half of the fitted maximal effect; on the % scale 0 is the no-effect control and ±100 the full control effect; nearly all actives have a fitted effect of over 65% in size
#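 HEPG2 CAGA-GFP, 1000 cells/well; 2 h settle, 37 C; cpd via pin tool; TGF-b 500 pg/mL final; 18 h, 37 C; GFP imaging ex488/em500-530; %Activity normalised to -TGF-b and +DMSO controls; CRC fit, curve class.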
# Numbers without * were called inactive; i = inactive; ? = inconclusive; nt = no result given; [ ] = dose if it differs, or a comment. Unless noted, the call rests on the fitted dose curve; in most records, active means well fitted curve in the direction sought with a large enough effect; inconclusive means small, poorly fitted or top-dose-only effect, or another doubt; inactive means no such curve, though single readings can be large; an effect the other way counts as inactive or inconclusive.
1) FC(F)(F)c1cccc(CN2CCSCC2)c1
2) CCCOc1ccc(C(=O)C(c2ccccc2)N2CCOCC2)cc1 (stereo not given)
3) Cc1c(NS(=O)(=O)c2ccc(NC3CCCC3)c([N+](=O)[O-])c2)c(=O)n(-c2ccccc2)n1C
4) Cc1sc2ncnc(N3CCCCC3)c2c1C
5) Cc1cc(C)nc(N2CCCC(C(=O)NC(C)C)C2)n1 (stereo not given)
6) Cc1ccc(S(=O)(=O)Nc2ccc3cn[nH]c3c2)cc1C

Compound	1	2	3	4	5	6
ATXN2 expr inh	-5.4%	-14.7%	-2.5%	-18.1%	-16.3%	1.5%
HepG2 viability	2.9%	-13.6%	-9.7%	-40.4%	-5.3%	-33.1%
S2 tox	i	i	i	i	i	i
Nrf2 activator	0.0%	-0.2%	-0.2%	-0.1%	0.5%	4.8%
IL1B secr inh	5.7	-3.2	-9.9	21.3	-6.4	-6.1
Nrf2 inh	-11.7%	-25.0%	-2.4%	-24.9%	0.9%	-29.3%
A549 tox	-0.7%	-16.8%	0.0%	-15.3%	3.1%	0.2%
MCF10A rerep	-0.7%	0.2%	?	2.3%	?	10.6%
TGFb inhibitor	6.6%	-2.5%	-6.0%	-18.8%	-11.5%	-5.5%

7) CCOc1ccc(NC(=O)Cn2cc(C(=O)c3ccc(C)cc3)c(=O)c3cc4c(cc32)OCCO4)cc1
8) Cc1ccc(S(=O)(=O)N2C[C@H]3N(C(=O)OC(C)C)N(C(=O)OC(C)C)C[C@H](OC(=O)NCc4ccccc4)[C@@]3(O)C2)cc1
9) CCc1ccc(-c2nc(SCC(=O)NC3CCCC3)n[nH]2)cc1
10) CC1CC(C)CN(C(=O)C2CCN(S(=O)(=O)c3cccc4cccnc34)CC2)C1 (stereo not given)
11) Cc1ccc(NC(=O)CSc2nnc(C(F)(F)F)n2C)cc1[N+](=O)[O-]
12) Cc1ccccc1Nc1c(-c2cccnc2)nc2ccccn12

Compound	7	8	9	10	11	12
ATXN2 expr inh	0.9%	-22.2%	-30.8%	-1.5%	-9.6%	-12.2%
HepG2 viability	-21.1%	-7.0%	-12.3%	0.1%	6.7%	-19.0%
S2 tox	i	?	i	i	i	i
Nrf2 activator	-1.3%	-0.9%	-0.8%	-0.9%	-0.5%	1.2%
IL1B secr inh	nt	-9.6	-13.2	1.4	-6.2	?
Nrf2 inh	-0.3%	nt	-19.4%	?	-9.0%	?
A549 tox	1.2%	nt	-9.6%	-2.8%	1.1%	-12.2%
MCF10A rerep	nt	nt	10.4%	0.2%	-4.0%	0.3%
TGFb inhibitor	-22.0%	?	-26.1%	1.8%	-0.1%	2.9%

13) Cc1nnc(SCC(=O)N2CCCC2)n1-c1ccc(F)cc1
14) CCn1c(C)c(P(=O)(N2CCOCC2)N2CCOCC2)c2ccccc21
15) O=c1[nH]c(/C=C/c2cccc([N+](=O)[O-])c2)c([N+](=O)[O-])c(=O)[nH]1
16) COc1ccc(/C=N/NC(=O)c2ccc(NC(=O)c3ccccc3Br)cc2)cc1
17) Cc1cccc(-c2cc(C(=O)Nc3sc(C)c(C)c3C(N)=O)c3ccccc3n2)c1
18) O=C(O)c1ccc(N=Nc2c(O)[nH]c3ccccc23)cc1

Compound	13	14	15	16	17	18
ATXN2 expr inh	-6.7%	3.1%	-15.0%	-33.8%	-20.7%	-28.4%
HepG2 viability	4.47µM*	-0.9%	-10.0%	-12.7%	-16.1%	-53.2%
S2 tox	i	i	i	i	i	i
Nrf2 activator	0.8%	-0.5%	1.7%	2.5%	0.6%	-0.8%
IL1B secr inh	0.5	6.7	-14.0	-55.8*	-9.5	13.4
Nrf2 inh	2.6%	-3.9%	-0.8%	?	-3.9%	?
A549 tox	-0.4%	-5.1%	-3.7%	3.6%	-2.7%	?
MCF10A rerep	0.0%	-1.4%	5.1%	?	-0.3%	6.2%
TGFb inhibitor	0.0%	-0.4%	4.2%	-1.6%	-6.5%	-1.7%

19) Cc1cccc(N/C=C/C(=O)c2cccs2)c1C
20) O=C(O)Cc1ccc(NC(=O)C2CCCCC2C(=O)O)cc1 (stereo not given)
21) O=C(NCCc1nc2ccccc2[nH]1)/C(=C/c1ccc2c(c1)OCO2)NC(=O)c1ccccc1Cl
22) O=C1CCC(C(=O)N2CCOCC2)CN1Cc1cccc(C(F)(F)F)c1 (stereo not given)
23) COc1ccccc1N(CC(=O)Nc1ccccc1C(F)(F)F)S(=O)(=O)c1ccc(C)cc1
24) CC(C)(C)NC(=O)c1oc2ccccc2c1NC(=O)c1ccc(F)cc1

Compound	19	20	21	22	23	24
ATXN2 expr inh	52.6%[activator]	3.3%	1.2%	15.2%	-0.7%	5.7%
HepG2 viability	-41.2%	-1.5%	-6.2%	-1.0%	-19.8%	3.1%
S2 tox	i	i	i	i	i	i
Nrf2 activator	?	-0.1%	0.0%	-0.6%	1.4%	-0.5%
IL1B secr inh	-14.6	-24.9	-84.2*	17.8	nt	nt
Nrf2 inh	?	4.6%	13.3%	12.3%	-17.7%	?
A549 tox	-3.5%	2.0%	-6.0%	-2.8%	2.2%	18.3%
MCF10A rerep	-41.6%[inhibitor]	11.7%	3.2%	0.5%	nt	nt
TGFb inhibitor	-46.2%	1.7%	?	23.4%	?	1.6%

25) CCNC(COC(=O)c1ccc([N+](=O)[O-])cc1)C1CCCCC1 (stereo not given)
26) CCN1CCN(C(=O)C2CCCN(c3ncnc4c3nc3n4CCCCC3)C2)CC1 (stereo not given)
27) O=C(CSc1nc2c(c(=O)[nH]1)CCC2)Nc1ccc(F)cc1
28) CCCCN(C(=O)c1ccc(OC(F)(F)F)cc1)c1c(N)n(CCC)c(=O)[nH]c1=O
29) O=C(CCNC(=O)c1ccco1)Nc1ccc(N2CCOCC2)cc1
30) COc1ccc(C/C(N)=N/n2cnnc2)cc1Cl

Compound	25	26	27	28	29	30
ATXN2 expr inh	2.1%	0.5%	0.1%	-16.5%	-10.8%	2.8%
HepG2 viability	-21.6%	-2.0%	16.0%	-27.1%	11.0%	-2.1%
S2 tox	i	i	i	i	i	i
Nrf2 activator	-0.8%	-0.8%	-0.4%	-0.6%	0.2%	0.1%
IL1B secr inh	15.7	32.4	23.8	12.9	16.2	8.7
Nrf2 inh	6.7%	3.6%	-4.0%	-6.9%	-7.3%	-7.4%
A549 tox	2.8%	-0.8%	0.5%	-0.9%	-6.9%	-1.4%
MCF10A rerep	-0.3%	18.7%	-9.5%	-10.7%	1.9%	-3.0%
TGFb inhibitor	-3.3%	-5.2%	7.6%	3.6%	-10.4%	11.9%

31) N#Cc1ccc(-n2nccc2-c2cnc3n(c2=O)CCS3)cc1
32) COc1ccc(S(=O)(=O)Nc2ccccc2C(=O)Nc2nc(-c3ccc(F)cc3)cs2)cc1OC
33) CCN(CC)S(=O)(=O)c1ccc(N2CC(C(=O)Nc3cccc(C(=O)NC4CC4)c3)CC2=O)cc1 (stereo not given)
34) CC(CCc1ccccc1)NC(=O)CN1CCN(Cc2ccc(Cl)cc2)C1=O (stereo not given)
35) O=C(Nc1ccc(S(=O)(=O)Nc2ncccn2)cc1)c1nn(Cc2ccccc2)c(=O)c2ccccc12
36) COc1cccc(N2CCN(C(=O)CN(c3cc(C)cc(C)c3)S(=O)(=O)c3c(C)noc3C)CC2)c1

Compound	31	32	33	34	35	36
ATXN2 expr inh	-3.2%	?	3.0%	-25.8%	2.4%	nt
HepG2 viability	-9.2%	-38.4%	-2.4%	-29.3%	11.8%	-25.3%
S2 tox	i	i	i	i	i	i
Nrf2 activator	-0.9%	7.2%	0.0%	-0.6%	0.1%	-0.6%
IL1B secr inh	7.0	?	-21.8	-1.6	16.0	-14.8
Nrf2 inh	-4.4%	?	5.3%	-22.3%	-18.5%	?
A549 tox	0.4%	?	12.6%	-6.5%	-7.2%	-0.8%
MCF10A rerep	-19.7%	?	3.5%	-6.5%	-1.0%	?
TGFb inhibitor	12.9%	7.08µM*	3.9%	-18.3%	-0.3%	?

# Record cards (already shown). Screens in order: ATXN2 expr inh, HepG2 viability, S2 tox, Nrf2 activator, IL1B secr inh, Nrf2 inh, A549 tox, MCF10A rerep, TGFb inhibitor
# `COc1ccc(S(=O)(=O)Nc2ccccc2C(=O)Nc2nc(-c3ccc(F)cc3)cs2)cc1OC` is listed as ?, -38.4%, i, 7.2%, ?, ?, ?, ?, 7.08µM*
# `CC(CCc1ccccc1)NC(=O)CN1CCN(Cc2ccc(Cl)cc2)C1=O` (stereo not given) is listed as -25.8%, -29.3%, i, -0.6%, -1.6, -22.3%, -6.5%, -6.5%, -18.3%

# Next part
37) Cc1ccc(C)c(N/N=C2\CCCNC2=O)c1
38) COC(=O)c1cc(=O)nc2sc(-c3ccccc3)nn12
39) C/C(=N/O)c1no[n+]([O-])c1/C(C)=N\O
40) COc1ccc(C(=O)N2CCN(S(=O)(=O)c3ccc(Cl)cc3)CC2)cc1OC

Compound	37	38	39	40
ATXN2 expr inh	18.6%	0.0%	-26.1%	-4.5%
HepG2 viability	-36.5%	0.4%	8.0%	0.1%
S2 tox	i	i	i	i
Nrf2 activator	4.5%	-0.9%	-0.5%	-0.3%
IL1B secr inh	-10.6	23.8	21.7	26.5
Nrf2 inh	29.4%	0.0%	1.5%	3.3%
A549 tox	9.6%	-1.4%	-8.0%	4.6%
MCF10A rerep	27.1%	4.1%	1.4%	2.2%
TGFb inhibitor	-0.3%	2.9%	16.2%	0.3%
